Bioassay records (PubChem)
GRP78 ERSR act = inducers of ER stress response in human glioma cells. U87-MG GRP78 promoter luciferase reporter, 16 h. Potency, µM, inactives show at the top dose activation, actives largely listed as activators. hit rate 0.02% among 420,000. AID 602332; further: series mostly up to about 76 µM; % of control where 0% means no effect; nearly all actives have a fitted effect of over 35% in size
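Stably transfected U87-MG human glioma cells carrying a GRP78-based luminescent sensor were seeded at 1000 cells/well, pin-dosed with compounds and incubated 16 h. Luciferase reagent was then added, and end-point luminescence was read after 10 min at room temperature.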
Vif-A3G inh = Vif-A3G binding inhibition; Q9HC16; HeLa A3G-eYFP + Vif (tagged APOBEC3G with the HIV-1 protein that degrades it), YFP fluorescence, overnight; Potency, µM (top dose mostly 46.1 µM), inactives show top-dose activity, negative = active, usual class: inhibitors; hit rate 0.076% among 410,000;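 further: on the % scale 0 is the no-effect control and ±100 the full control effect; nearly all actives have a fitted effect of over 60% in size; hits raise eYFP signal because A3G escapes Vif-driven loss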
Target sequence (Q9HC16 whole entry, looked up): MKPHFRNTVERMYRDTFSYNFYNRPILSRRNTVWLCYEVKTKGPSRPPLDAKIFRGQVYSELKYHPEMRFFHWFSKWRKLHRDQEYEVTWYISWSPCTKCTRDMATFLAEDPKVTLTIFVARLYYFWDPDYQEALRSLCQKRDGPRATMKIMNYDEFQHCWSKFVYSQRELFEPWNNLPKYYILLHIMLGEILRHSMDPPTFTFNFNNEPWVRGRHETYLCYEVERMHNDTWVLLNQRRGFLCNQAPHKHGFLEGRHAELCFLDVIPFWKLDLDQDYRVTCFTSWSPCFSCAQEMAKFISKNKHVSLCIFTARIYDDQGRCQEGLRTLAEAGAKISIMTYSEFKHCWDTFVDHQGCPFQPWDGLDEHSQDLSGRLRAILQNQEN
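Read-out is eYFP fluorescence (Ex 488/Em 500-530) from Vif-expressing HeLa A3G-eYFP cells; more signal means A3G escaped Vif-mediated degradation. Cells plated overnight, compound pinned in, incubated overnight at 37 deg C.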
An asterisk follows results filed as active; ? = inconclusive. The call rests on the fitted dose curve; in most records, active means well fitted curve in the direction sought with a large enough effect; inconclusive means small, poorly fitted or top-dose-only effect, or another doubt; inactive means no such curve, though single readings can be large; an effect the other way counts as inactive or inconclusive. Potency means the concentration at half of the fitted maximal effect. This is a subset; the hit share may differ from the screen's.

SMILES | GRP78 ERSR act | Vif-A3G inh
Oc1ccc(Cl)cc1C1C=C(c2ccc3c(c2)OCO3)NC(c2ccc(C(F)(F)F)cc2)N1 (stereo unspecified) | ? | -18%
CS(=O)(=O)Nc1ccc(-c2ccc3nccn3c2)cc1 | -2% | -2%
CC(C)C[C@H]1CN([C@@H](Cc2ccccc2)CN2CCC[C@@H]2CN2C(=O)C(=O)NC[C@@H]2Cc2ccccc2)C(=O)C(=O)N1CC1CCCCC1 | -11% | ?
Cc1cc2ccccc2c[n+]1CC(=O)c1ccc(F)cc1 | 0% | -2%
CC1(C(=O)Nc2cnc3ccccc3c2)CCN1C(=O)C/C=C/c1ccccc1 (stereo unspecified) | 2% | -4%
CC(C)c1cccc(-c2csc(C(O)c3cccc(Cl)c3)n2)c1 (stereo unspecified) | -9% | -8%
O=C(NC1CC1)c1ccc2nc([C@H]3C[C@H](O)[C@@H](CO)O3)[nH]c2c1 | -4% | -3%
C=CCNc1ncnc2c1ncn2[C@H]1CN(Cc2cccs2)C[C@@H](CO)O1 | -4% | 0%
CCCCCCN1CCN(C2CN(CCc3ccccc3)S(=O)(=O)C2)CC1 (stereo unspecified) | 1% | 4%
CN(C)Cc1csc(NC(=O)Nc2ccccc2Cc2ccccc2)n1 | -2% | -2%
CC(=O)c1ccc(Nc2nc(C(N)c3ccccc3Cl)cs2)cc1 (stereo unspecified) | -3% | -9%
NC(c1ccccc1)c1csc(NC(=O)Nc2ccccc2Oc2ccccc2)n1 (stereo unspecified) | 2% | -18%
Cc1cccc(C)c1NC(=O)Nc1nnc([C@@H]2C[C@H](O)[C@@H](CO)O2)s1 | -2% | 2%
c1ccc(CCNc2ccc3ncc(-c4cccc5ccccc45)n3n2)nc1 | -2% | -2%
Cc1cc(C)c(CN2CCN(C(=O)CC[C@H]3O[C@@H](n4ccc(=O)[nH]c4=O)[C@H](O)[C@@H]3O)CC2)c(C)c1 | -1% | 2%

Laid out differently: 3 of the compounds above.
Order of results – GRP78 ERSR act, Vif-A3G inh
- CC(C)C[C@H]1CN([C@@H](Cc2ccccc2)CN2CCC[C@@H]2CN2C(=O)C(=O)NC[C@@H]2Cc2ccccc2)C(=O)C(=O)N1CC1CCCCC1
→ -11%, ?
- O=C(NC1CC1)c1ccc2nc([C@H]3C[C@H](O)[C@@H](CO)O3)[nH]c2c1
→ -4%, -3%
- c1ccc(CCNc2ccc3ncc(-c4cccc5ccccc45)n3n2)nc1
→ -2%, -2%

Carrying on.
SMILES | GRP78 ERSR act | Vif-A3G inh
CC1(C(=O)Nc2ccc3[nH]ncc3c2)CCN1C(=O)Cc1ccc(-c2ccccc2)cc1 (stereo unspecified) | -4% | -4%
CC(C)NC(=O)C1(C)CCCN1Cc1ccccc1 (stereo unspecified) | -3% | 2%
O=S(=O)(c1ccc(F)cc1)N1CCN(c2nc(-c3ccccc3)nc3ccccc23)CC1 | -1% | -2%
CCCNC(=O)C1(C)CCN(C(=O)c2ccccc2F)C1 (stereo unspecified) | -4% | 1%
CC(=O)Nc1cccc(-c2cccc3nccn23)c1 | -2% | 0%
CC1(C(=O)NS(=O)(=O)Cc2cccc(Cl)c2)CCN1C(=O)C1(c2ccc(Cl)cc2)CCC1 (stereo unspecified) | -2% | -14%
CC1(C(=O)NS(=O)(=O)c2ccc(C#N)cc2)CCN1C(=O)CCC1CCCC1 (stereo unspecified) | -3% | 1%
COc1ccc(C(O)c2ncc(-c3ccccc3OC)[nH]2)cc1F (stereo unspecified) | -3% | -4%
Cc1noc(C)c1S(=O)(=O)NC(=O)C1(C)CCN1C(=O)Cc1ccc(Cl)cc1Cl (stereo unspecified) | -3% | -1%
CCC1(C2C=COC=C2)NC(=O)NC1=O (stereo unspecified) | 0% | 2%
CCc1nc2ccc(C(=O)N(CC)CCN(C)C)cn2c1N(CC)CCOC | 1% | -1%
Cn1nc(C(C)(C)C)cc1C(=O)N1CCCCC1c1cc(C(=O)Nc2ccccc2Cl)no1 (stereo unspecified) | -2% | -2%
O=C([C@H]1O[C@@H](n2ccc(=O)[nH]c2=O)[C@H](O)[C@@H]1O)N1CCSC1 | -2% | -4%
CCc1nc2ccc(C(=O)Nc3cc(-c4ccccc4)ccc3OC)cn2c1N(C)Cc1ccc(OC)cc1 | -2% | -6%
Fc1ccc(-c2nc3c(Cl)cc(C(F)(F)F)cn3c2Cc2cccc(F)c2)cc1 | -2% | 1%

Next section; it opens with the five that closed the last part.
SMILES | GRP78 ERSR act | Vif-A3G inh
CCc1nc2ccc(C(=O)N(CC)CCN(C)C)cn2c1N(CC)CCOC | 1% | -1%
Cn1nc(C(C)(C)C)cc1C(=O)N1CCCCC1c1cc(C(=O)Nc2ccccc2Cl)no1 (stereo unspecified) | -2% | -2%
O=C([C@H]1O[C@@H](n2ccc(=O)[nH]c2=O)[C@H](O)[C@@H]1O)N1CCSC1 | -2% | -4%
CCc1nc2ccc(C(=O)Nc3cc(-c4ccccc4)ccc3OC)cn2c1N(C)Cc1ccc(OC)cc1 | -2% | -6%
Fc1ccc(-c2nc3c(Cl)cc(C(F)(F)F)cn3c2Cc2cccc(F)c2)cc1 | -2% | 1%
Cc1ccc(C=O)cc1Cl | -4% | 0%
COc1ccc(Nc2nc(C)c(C(C)=O)s2)cc1 | -1% | -7%
CC(C)NC(=O)C1(C)CCN1Cc1ccc(-c2ccccc2)cc1 (stereo unspecified) | -1% | -3%
Cn1c(=O)c2cc(NC(=O)Nc3cccnc3)ccc2n1Cc1cccc(C(F)(F)F)c1 | -3% | -4%
CC(C)Oc1cc(F)ccc1-c1cc(C(=O)NCc2cccs2)[nH]n1 | -6% | -7%
CCOC(=O)C1CCCN(C(=O)C2(c3ccc(Cl)cc3)CCCC2)CC1 (stereo unspecified) | -3% | -5%
CC(C)NC(=O)C1(C)CCN1C(=O)c1c(F)cccc1F (stereo unspecified) | -2% | -2%
CC(C)(C)c1ccc(S(=O)(=O)NC(=O)C2(C)CCN2C(=O)Cc2cccs2)cc1 (stereo unspecified) | -4% | -5%
O=C(Nc1ccc(C(=O)N2CCCCC2)cc1)[C@H]1O[C@@H](n2ccc(=O)[nH]c2=O)[C@H](O)[C@@H]1O | -4% | 2%
CNc1c(Br)cc(/C=C2\C=C(C(O)c3cc(Br)c(NC)c(Br)c3)c3ccccc32)cc1Br (stereo unspecified) | -2% | -2%
N#Cc1cccc(NC(=O)c2cc(C3CCCCN3S(=O)(=O)c3cccc4cccnc34)on2)c1 (stereo unspecified) | 1% | -4%
CCc1nc2c(OCC(N)=O)cccn2c1N(C)C(=O)c1ccc(OC)cc1 | -3% | 1%
COc1ccc(N=C(C)C2C(=O)c3ccccc3C2=O)cc1 | -9% | 0%
FC(F)(F)c1cccc(-c2cncc(N3CCN(CCN4CCCC4)CC3)n2)c1 | 0% | 0%
CC(C)c1ccc(CC(=O)N2CCC2(C)C(=O)Nc2ccccc2)cc1 (stereo unspecified) | 2% | -3%
Cc1cccc(S(=O)(=O)NC(=O)C2(C)CCN2C(=O)Cc2ccccc2)c1 (stereo unspecified) | -1% | 1%
CCCN(CC1CC1)c1cc2c(c3c1ccn3C)C1CCC2C1 (stereo unspecified) | -5% | 0%
Clc1ccc2nc[nH]c2c1 | -1% | -12%
O=C(Nc1ccc2c(c1)OCO2)c1cc(C2CCCCN2S(=O)(=O)c2cccs2)on1 (stereo unspecified) | 2% | -4%
CCCS(=O)(=O)NC(=O)C1(C)CCN(C(=O)c2ccccc2OC)C1 (stereo unspecified) | -1% | 4%
COC(=O)[C@@H](Cc1ccccc1)NC(=O)/C=C/[C@H]1O[C@@H](n2cnc3c(NC(=O)c4ccccc4)ncnc32)[C@H](O)[C@@H]1O | -6% | 0%
CC(=O)c1ccc(-c2cnc3c(NC=O)cc(-c4ccc(C(=O)N5CCOCC5)cc4)cn23)cc1 | -2% | -21%
CCC(CC)C(=O)N(C)c1c(C)nc2c(OCc3cccc(OC)c3)cccn12 | 6% | -4%
CC1(C(=O)Nc2ccc(Cl)c(Cl)c2)CCN1Cc1cc2ccccc2o1 (stereo unspecified) | -2% | -2%
Cc1nc([N+](=O)[O-])cn1CC(O)c1ccc2c(c1)OCCCO2 (stereo unspecified) | -4% | 4%
CCOC(=O)C(C)Sc1ccc2nnc(-c3ccc(OCC)cc3)n2n1 (stereo unspecified) | -3% | -3%
Cc1ccc(F)cc1C(=O)N1CCOCC1c1cc(C(=O)NCc2ccccc2)no1 (stereo unspecified) | -3% | -2%
O=C1C[C@H]2C=CCc3cccc(c32)CN1Cc1ccccc1 | 0% | 2%
O=C(Cc1ccc(OCCC2CCCCC2)cc1)NO | 2% | 1%
COc1ccc(CC(N)c2csc(NC(=O)C(c3ccccc3)c3ccccc3)n2)cc1 (stereo unspecified) | -12% | 4%
CC(=O)Nc1cccc(-c2csc(C(O)c3ccccc3)n2)c1 (stereo unspecified) | 1% | -2%
COc1ccc(NC(=O)c2sc(=O)n(Cc3cccc(C(F)(F)F)c3)c2C)cc1OC | -1% | -4%
COc1ccc(-c2ccc(N(C)C)cc2)cc1C1C2C=CCC(C)C2C(=O)N1Cc1ccccc1 (stereo unspecified) | -2% | -2%
COc1ccc(CCNC(=O)Nc2nc(CN)cs2)cc1OC | -2% | -4%
CC(=O)Nc1cccc(-c2ccnc3c2CC(C)(C(=O)NCc2cccs2)O3)c1 (stereo unspecified) | -4% | ?
CC1=C(C(=O)N(C(C)C)C(C)C)CC(CC(=O)NCCCN(C)C)C(=O)N1CCCN1CCCC1=O (stereo unspecified) | -2% | -3%
COc1ccc(OC)c(/C=C/c2ccc3ccccc3[n+]2C)c1 | -6% | 1%
COC(=O)N1CCC2CC1c1c(Cl)cccc12 (stereo unspecified) | -5% | -1%
CC(C)C(=O)N1CCC1(C)C(=O)Nc1ccc2cn[nH]c2c1 (stereo unspecified) | -2% | 1%
Cc1ccnc2ccc(I)cc12 | -1% | -1%
CC(=O)OCC(NC(=O)C(CCCCNC(=O)OCc1ccccc1)NC(=O)OC(C)(C)C)C1OC(n2ccc(=O)[nH]c2=O)C(OC(C)=O)C1OC(C)=O (stereo unspecified) | -4% | -2%
CCCS(=O)(=O)NC(=O)C1(C)CCN(C(=O)C2(c3ccc(Cl)cc3)CCCC2)C1 (stereo unspecified) | -1% | 1%
CN(C)CCN(C)C1CN(Cc2ccc(F)cc2)S(=O)(=O)C1 (stereo unspecified) | -1% | 0%
CNc1cncc(-c2cccc(OC)c2F)n1 | 9% | -5%
CCOC(=O)C1(C)CCCN(C(=O)c2ccc(OC(F)F)cc2)C1 (stereo unspecified) | -3% | -1%

At a glance, part of the list above:
SMILES | GRP78 ERSR act | Vif-A3G inh
CC(=O)Nc1cccc(-c2csc(C(O)c3ccccc3)n2)c1 (stereo unspecified) | 1% | -2%
COc1ccc(NC(=O)c2sc(=O)n(Cc3cccc(C(F)(F)F)c3)c2C)cc1OC | -1% | -4%
COc1ccc(-c2ccc(N(C)C)cc2)cc1C1C2C=CCC(C)C2C(=O)N1Cc1ccccc1 (stereo unspecified) | -2% | -2%
COc1ccc(CCNC(=O)Nc2nc(CN)cs2)cc1OC | -2% | -4%
CC(=O)Nc1cccc(-c2ccnc3c2CC(C)(C(=O)NCc2cccs2)O3)c1 (stereo unspecified) | -4% | ?

The main list resumes with the two entries that preceded the break.
SMILES | GRP78 ERSR act | Vif-A3G inh
CNc1cncc(-c2cccc(OC)c2F)n1 | 9% | -5%
CCOC(=O)C1(C)CCCN(C(=O)c2ccc(OC(F)F)cc2)C1 (stereo unspecified) | -3% | -1%
Cc1cc2oc(=O)cc(CN3CCCC3)c2cc1Cl | -3% | -2%
O=C(Nc1ccn(C2CCC(CO)O2)c(=O)n1)c1ccccc1 (stereo unspecified) | 0% | -2%
CCc1ccc([C@@H]2CC(=O)[C@@H]3CN(S(=O)(=O)c4ccc(C)cc4)[C@H](c4ccc(Cl)cc4)C[C@@H]3N2S(=O)(=O)c2ccc(C)cc2)cc1 | -6% | 0%
CCCCNC(=O)c1ccc2nc(CC)c(N(CC)CCN(C)C)n2c1 | -1% | -3%
Nc1ccc(/C=C2\C=Cc3ccccc32)cc1 | 0% | -3%
COc1ccc(NC(=O)C2(C)Cc3c(-c4ccccc4)ccnc3O2)cn1 (stereo unspecified) | 11% | ?
Cn1nc(C(C)(C)C)cc1N1C(=O)CCC1(C)C(=O)NCc1ccccc1 (stereo unspecified) | -4% | -2%
CCCNC(=O)C1(C)CCCN(CC(=O)c2ccc3c(c2)OCCO3)C1 (stereo unspecified) | 1% | 0%
Cc1cc(O)ccc1-c1cccc2nccn12 | -1% | -5%
CNc1ncnc2c1ncn2[C@H]1CN(Cc2ccc(-c3ccccc3)cc2)C[C@@H](CO)O1 | -1% | 0%
COC(=O)C[C@H]1c2ccccc2S(=O)(=O)N1c1ccc(N(C)C)cc1 | -1% | 0%
COc1ccc(C(=O)CSC(=S)N2CCCCC2)cc1 | -6% | -2%
CC1(C(=O)Nc2ccc3c(c2)OCO3)CCN1C(=O)C1CCCCC1 (stereo unspecified) | -1% | -1%
COc1ccc2[nH]c3c(c(=O)c2c1)CCCC3 | -1% | 2%
Cc1cccc(S(=O)(=O)NC(=O)C2(C)CCN2C(=O)c2sccc2C)c1 (stereo unspecified) | -1% | 2%
CCOC(=O)C(C)Oc1cccc2c(=O)n(CC(=O)Nc3ccc(OC)cc3)ccc12 (stereo unspecified) | -5% | 0%
NC(c1ccccc1)c1csc(NC(=O)NCCc2ccccc2)n1 (stereo unspecified) | -4% | -4%
